Screening results from PubChem BioAssay.
NadD block: NadD (S. aureus) enzyme inhibition; purified NadD enzyme, colorimetric absorbance read-out; inhibition, % at 20 µM; 360,000 compounds, 0.78% hits; AID 602399; in the data active = inhibition above about 26%; note: some compounds past the cut are filed as inactive
Scp1 inh: blocks human Scp-1 phosphatase activity; Q9GZU7; Recombinant Scp1, phosphopeptide, malachite green phosphate absorbance; inhibition, % at 20 µM; 340,000 compounds, 0.88% hits; AID 493091;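 active = inhibition above about 50% at 20 µM, limit read from the data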;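 note: plate controls were DMSO wells with enzyme for no effect and wells lacking enzyme for full effect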
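Material: truncated SCP-1 phosphatase (76-261aa) / Buffer or medium: 50 mM Tris acetate pH 5.5, 0.005% Tween-20, 10 mM MgCl2 / Compound dosing: one concentration, 20 µM, with 1.0% DMSO / Incubation: 45 min room-temperature reaction, 5 min colour, 30 min stabiliser / Detection: colorimetric free-phosphate detection, absorbance 630 nm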
TbMetRS inhib: blocks T. brucei methionyl-tRNA synthetase activity | inhibition, % at 11.9 µM | AID 624268 | 360,000 compounds, 0.4% hits | purified T. brucei MetRS, ATP depletion, Kinase-Glo luminescence;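 active = inhibition above a per-plate cutoff of the control wells' mean inhibition plus 3 SD, cut at about 5.5% in these data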;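 note: 0% = DMSO wells median and 100% = median of wells with control inhibitor compound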
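technique = Kinase-Glo luminescence, ATP depletion format | system = purified MetRS (methionyl-tRNA synthetase) enzyme from Trypanosoma brucei | timing = 15 min preincubation, 2 h reaction, all 25 °C | evaluation = percent inhibition versus plate control medians | dosing = single dose, 11.9 µM final nominal, 0.9% final DMSO | also added = substrates ATP, L-methionine and bulk Escherichia coli tRNA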
Rpn11 inh: inhibitors of human proteasome Rpn11 | human 26S proteasome, Ub4-pepOG fluorescence polarization; 20S core pre-blocked with epoxomicin | calls only at 20 µM | AID 588493 | 360,000 compounds, 0.59% hits;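 active = inhibition at 20 µM, scaled to each plate's controls, above about 33%, limit read from the data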
DNMT1 inh: DNMT1 (human) enzyme inhibition; P26358; DNMT1 molecular beacon, Hinp1I cleavage, fluorescence; inhibition (reported as % activation of signal), % at 10 µM; 360,000 compounds, 0.83% hits; AID 588458; in the data active = inhibition above about 50%
Target sequence (P26358 504-1616 limits assumed): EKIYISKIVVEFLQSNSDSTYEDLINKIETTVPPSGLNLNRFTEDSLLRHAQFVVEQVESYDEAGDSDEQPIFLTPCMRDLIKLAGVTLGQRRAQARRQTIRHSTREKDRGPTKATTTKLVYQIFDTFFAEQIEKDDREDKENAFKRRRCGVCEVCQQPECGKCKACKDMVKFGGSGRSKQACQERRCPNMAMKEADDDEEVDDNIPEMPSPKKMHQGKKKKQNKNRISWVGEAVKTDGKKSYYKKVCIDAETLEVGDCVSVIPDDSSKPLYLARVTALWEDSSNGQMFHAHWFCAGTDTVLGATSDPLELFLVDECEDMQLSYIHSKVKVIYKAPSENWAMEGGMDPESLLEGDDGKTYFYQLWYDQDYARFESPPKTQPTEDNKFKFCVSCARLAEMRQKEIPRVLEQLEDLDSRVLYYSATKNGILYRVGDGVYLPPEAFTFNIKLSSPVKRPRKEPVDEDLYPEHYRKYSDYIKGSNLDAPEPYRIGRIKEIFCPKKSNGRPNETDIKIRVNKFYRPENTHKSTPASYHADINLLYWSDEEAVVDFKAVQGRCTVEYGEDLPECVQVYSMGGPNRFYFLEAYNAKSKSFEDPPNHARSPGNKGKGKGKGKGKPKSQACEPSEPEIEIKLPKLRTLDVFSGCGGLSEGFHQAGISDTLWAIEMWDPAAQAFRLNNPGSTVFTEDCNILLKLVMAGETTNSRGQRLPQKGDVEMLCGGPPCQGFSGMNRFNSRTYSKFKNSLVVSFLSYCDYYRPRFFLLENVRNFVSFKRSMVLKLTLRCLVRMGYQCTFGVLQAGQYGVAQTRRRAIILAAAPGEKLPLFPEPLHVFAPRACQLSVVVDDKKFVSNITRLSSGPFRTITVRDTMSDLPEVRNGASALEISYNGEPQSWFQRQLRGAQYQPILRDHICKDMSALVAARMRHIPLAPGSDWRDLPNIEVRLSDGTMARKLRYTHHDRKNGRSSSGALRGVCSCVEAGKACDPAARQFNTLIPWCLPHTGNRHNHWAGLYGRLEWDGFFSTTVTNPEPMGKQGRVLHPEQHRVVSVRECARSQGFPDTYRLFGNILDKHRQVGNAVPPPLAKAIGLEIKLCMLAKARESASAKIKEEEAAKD
LMPTP block: LMPTP (human) inhibition. P24666. recombinant LMPTP-A, OMFP fluorogenic substrate, fluorescence intensity. inhibition, % at 20 µM. 360,000 compounds, 0.22% hits. AID 651560;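 active = compounds that cut the enzyme signal by at least half of the control window in the single-dose screen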;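 note: plate controls were DMSO wells with enzyme plus substrate for no effect and substrate without enzyme for full effect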
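material = LMPTP-A | quantity = 0.625 nM enzyme | reagent = OMFP substrate, 400 µM final | buffer or medium = Bis-Tris pH 6.0, DTT, detergent | detection = endpoint fluorescence intensity from OMFP dephosphorylation | dosing = single 20 µM dose | read-out basis = % inhibition relative to no-enzyme and uninhibited control wells | control set = no-enzyme and uninhibited controls | timing = 50 min at room temperature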
CSN inh: blocks human CSN-mediated cullin deneddylation; Q92905; inhibition, % at 12.5 µM; 360,000 compounds, 0.38% hits; AID 651999; Purified CSN, SCF-Nedd8-OG deneddylation, fluorescence polarization;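 active = pattern-corrected inhibition above about 35%, with an unprinted fluorescence ratio check between 0.5 and 1.5, limit read from the data, passing the limit was not always enough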;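 note: 0% = enzyme with substrate and 100% = substrate without enzyme; some results filed as inactive read as strong as hits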
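Assay system: Purified human Csn5 enzyme expressed in HEK293T cells | Amount: Enzyme 0.24 nM | Measured by: Fluorescence polarization readout | Medium: Tris/NaCl/DTT buffer, pH 7.5 | Compound dosing: One concentration, 12.5 µM, 0.25% DMSO | Times: 90 min incubation of compound, enzyme and substrate at room temperature | Control set: no-enzyme wells high, enzyme-with-substrate wells low | Read-out: % inhibition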
SUMO1 PPI mod: alters human SUMO1 binding to SIM partners | AID 602429 | P63165 | 360,000 compounds, 0.33% hits | inhibition, % at 20 µM | SUMO1 binding to a labelled peptide, TR-FRET, 1 h; in the data active = inhibition above about 37%
MLLE-PAM2 inh: inhibitors of microRNA-mediated deadenylation, human PABP1 MLLE binding; P11940; 360,000 compounds, 0.36% hits; GST-MLLE / FITC-PAM2 fluorescence polarization; AID 588489; inhibition, % at 20 µM; in the data active = inhibition above about 35%, passing the limit was not always enough;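 note: plate controls were DMSO wells with GST-MLLE for no effect and wells lacking GST-MLLE protein for full effect; some results filed as inactive read as strong as hits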
STEP block: inhibitors of human striatal-enriched phosphatase STEP. P54829. recombinant STEP, OMFP fluorogenic substrate, fluorescence. inhibition, % at 20 µM. 360,000 compounds, 0.25% hits. AID 588621;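 active = inhibition at 20 µM, scaled per plate between control wells, above about 37%, limit read from the data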;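 note: 0% = DMSO with enzyme and substrate and 100% = substrate only without enzyme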
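System: STEP phosphatase, cell-free reaction; Buffer or medium: Bis-Tris pH 6.0 buffer with DTT, detergent; Incubation: 20 min at room temperature, dark; Measured by: fluorescence, 480/540 nm.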
* marks the source's active call; other numbers are inactive results; i = inactive; . = no result given.

SMILES	NadD block	Scp1 inh	TbMetRS inhib	Rpn11 inh	DNMT1 inh	LMPTP block	CSN inh	SUMO1 PPI mod	MLLE-PAM2 inh	STEP block
COc1ccc(OC)c(C(=O)c2coc3ccc(O)cc23)c1	-8	-15	0.2	i	-1	-0.4	-1	-4	-5	1
NNC(=S)Nc1ccc(OC(F)(F)F)cc1	2	-13	-1.0	i	4	-0.6	0	-1	6	2
Cc1cccc(NNC(=S)Nc2c(C)cccc2C)c1	-3	1	0.5	i	4	0.2	-2	0	12	3
CN1CCN(CCOC2Cc3ccccc3Sc3ccc(Cl)cc32)CC1 (stereo not drawn)	-9	-4	-0.1	i	2	-3.3	4	1	7	9
Cc1ccccc1CN1CCN(C(=O)c2ccc(S(=O)(=O)NCc3ccco3)cc2)CC1	5	-5	-0.3	i	0	-6.4	2	-5	8	-4
O=S(=O)(Nc1ccc(Br)cc1)c1cccc(NC(=S)NCCN2CCOCC2)c1	-6	-9	-0.6	i	-1	-0.7	-4	0	22	15
CCOc1ccccc1Oc1coc2cc(OC(=O)c3ccco3)ccc2c1=O	-10	-6	-0.8	i	4	0.2	-2	-5	8	0
Cc1ncsc1C(=O)N1N=C2/C(=C/c3ccc(N4CCOCC4)cc3)CCCC2C1c1ccc(N2CCOCC2)cc1 (stereo not drawn)	-4	0	-0.7	.	-10	4.1	1	-6	-42	-2
CCc1ccc(CN(C)C(=O)c2ccc3c(c2)OCCO3)cc1	-1	-10	0.2	i	1	-0.9	4	-1	2	2
COc1ccc(Cl)cc1NC(=O)NC(C)c1ccncc1 (stereo not drawn)	2	-1	-1.8	i	2	0.1	-1	0	9	1
NC(=O)CC(NC(=S)NCc1ccccc1)C(=O)O (stereo not drawn)	8	8	-0.2	i	-1	0.4	4	0	29	17
COc1ccc(CSCC(=O)N/N=C/c2ccccc2OCc2ccccc2)cc1	2	-8	-0.5	i	-6	4.7	0	1	-31	0
COCc1nc2oc3ccccc3c(=O)c2cc1C(=O)OC	-7	-7	0.0	i	2	-2.6	3	-25	0	3
Cc1nnc(NC(=O)c2ccc(S(=O)(=O)N3CCc4ccccc4C3)cc2)o1	17	-3	-0.9	i	-2	0.1	2	-3	-6	5
CCOC(=O)c1cc(-c2ccccc2)n(CC(=O)Nc2ccc(OC)c(OC)c2)c1C	-10	-10	-0.2	i	2	-0.7	-5	0	13	0
O=C(c1cc(-c2ccccc2)on1)N1CCCc2ccccc21	0	-12	-0.6	i	-2	1.5	0	2	-2	2
c1ccc2c(c1)CC/C2=N/Nc1nc2ccccc2[nH]1	-6	-11	2.0	i	2	2.0	-1	0	-7	4
CCS(=O)(=O)N1CCN(C(C)CCc2ccccc2)CC1 (stereo not drawn)	-3	-1	-3.0	i	1	-1.2	-1	2	6	1
CCCc1nc(SCc2ccccn2)c2c(=O)n(C)c(=O)n(C)c2n1	-6	-5	-0.2	i	5	-0.4	2	5	10	0
COc1ccc(CN2C(=O)[C@@H]3C(c4ccccc4Cl)=NO[C@@H]3C2=O)cc1	-4	-9	0.1	i	-1	1.4	-8	-5	12	-6
O=C(Nc1cccc(-c2cnc3ccccc3n2)c1)c1ccc(Cl)cc1	4	-10	0.0	i	17	-1.0	7	1	-5	1
Oc1ccccc1N1CCN(c2ncccn2)CC1	-3	-6	-0.2	i	-7	0.3	-8	1	6	-7
CCOC(=O)c1cn(CC(=O)Nc2ccc(OC)cc2OC)nn1	-5	2	0.4	i	2	0.0	4	1	-11	0
CCCOC(=O)CCCC[C@H]1SC[C@@H](NC(=O)OC)[C@H]1NC(=O)OC	-3	-2	-1.3	i	2	-0.7	4	-1	0	0
COc1cc2c(C(=O)N3CCN(c4ccccc4)CC3)c(C)oc2cc1Br	-5	-2	-0.9	i	-6	1.1	4	-4	-7	-4
COCCn1c(SCC(=O)Nc2ccc3[nH]c(=O)[nH]c3c2)nc2ccccc21	-3	-10	-0.3	i	-2	2.0	-2	7	-20	-2
CC1CCCN(C(=O)CCCNC(=O)c2ccc(Cl)cc2)C1 (stereo not drawn)	2	-6	-0.2	i	1	0.5	-3	3	-16	1
CCCOc1ccc(C(=O)NNC(=O)CCNC(=O)c2ccco2)cc1OC	-2	4	-0.9	i	1	-0.4	3	8	10	2
CCN(CC(=O)NCc1ccc(Cl)cc1)C(=O)CSCC(=O)Nc1cccc(C)c1	3	-5	-0.2	i	3	1.7	1	-1	-33	3
C(=C\c1ccccn1)/c1cccnc1	-4	.	-1.2	i	0	-0.3	1	-19	9	-2
COc1cccc(/C=C(\C#N)C(=O)NC2CCS(=O)(=O)C2)c1 (stereo not drawn)	-1	-2	-0.7	i	1	-1.8	1	-6	12	0
O=C(NCC(c1cccs1)N1CCOCC1)C1CCN(S(=O)(=O)c2cc(Cl)ccc2Cl)CC1 (stereo not drawn)	-2	5	0.0	i	-7	0.2	-2	-3	6	-1
NNC(=O)c1nc(-c2cccc(-n3cccc3)c2)no1	-2	-4	-0.6	i	1	-0.1	-2	-1	-6	1
COc1cccc(NC(=O)C2(C)CCN2Cc2ccccc2Cl)c1 (stereo not drawn)	0	.	-0.2	i	-1	0.9	-2	17	2	2
Cc1nc(CSc2ccc(Cl)cc2)cc(N2CCOCC2)n1	-1	7	1.0	i	4	1.2	-5	-4	11	-5
CC1CCCCN1S(=O)(=O)c1cccc(S(=O)(=O)N2CCOCC2)c1 (stereo not drawn)	-3	-11	0.5	i	1	1.0	1	-5	8	-3
COc1ccc(-c2nn(-c3ccccc3)cc2/C=N/N2C(=O)CSC2=S)cc1	-8	-11	0.2	i	-22	0.8	1	5	-17	2
COC(=O)c1[nH]c(C)c(/C(O)=C2\C(=O)C(=O)N(CCN3CCOCC3)C2c2cccnc2)c1C (stereo not drawn)	5	1	-0.3	i	2	-1.4	1	-4	7	-1
CC(=O)c1c(C)nc(-c2ccc3c(c2)OCO3)n1O	-4	-6	-0.5	i	-3	0.1	-1	0	0	-1
Cc1cccc(N2C(=O)C(Cl)=C(N3CCOCC3)C2=O)c1	1	-14	-0.5	i	-1	-0.1	0	-18	28	3
OCC[C@H]1C[C@@H](O)[C@H](O)[C@@]2(CCCCO2)O1	1	-4	-0.1	i	8	0.1	-3	-7	-4	-2
CCN(CC)c1ccc(/C=N/N2CC(=O)NC2=S)cc1	-2	3	-0.1	i	2	-0.7	1	-25	16	2
COCC(=O)Nc1ccc(C(N)=O)cc1	4	5	-1.5	i	2	-1.0	-4	1	2	-1
CC1=CC(C)(C)NC(=S)N1c1cccc2ccccc12	3	3	0.2	i	1	-0.4	3	0	9	1
Cc1ccc2c(c1)N(CC(=O)N1CCC(O)CC1)C(=O)CO2	2	-3	-0.6	i	1	-0.5	7	4	5	0

One compound at a time (already shown). Screens in order: NadD block, Scp1 inh, TbMetRS inhib, Rpn11 inh, DNMT1 inh, LMPTP block, CSN inh, SUMO1 PPI mod, MLLE-PAM2 inh, STEP block
CCS(=O)(=O)N1CCN(C(C)CCc2ccccc2)CC1 (stereo not drawn) is listed as -3, -1, -3.0, i, 1, -1.2, -1, 2, 6, 1
CN1CCN(CCOC2Cc3ccccc3Sc3ccc(Cl)cc32)CC1 (stereo not drawn) is listed as -9, -4, -0.1, i, 2, -3.3, 4, 1, 7, 9
Oc1ccccc1N1CCN(c2ncccn2)CC1 is listed as -3, -6, -0.2, i, -7, 0.3, -8, 1, 6, -7
COc1cccc(NC(=O)C2(C)CCN2Cc2ccccc2Cl)c1 (stereo not drawn) is listed as 0, ., -0.2, i, -1, 0.9, -2, 17, 2, 2
CCN(CC)c1ccc(/C=N/N2CC(=O)NC2=S)cc1 is listed as -2, 3, -0.1, i, 2, -0.7, 1, -25, 16, 2

(more compounds)
SMILES	NadD block	Scp1 inh	TbMetRS inhib	Rpn11 inh	DNMT1 inh	LMPTP block	CSN inh	SUMO1 PPI mod	MLLE-PAM2 inh	STEP block
Clc1ccc(N2CCN(Cc3c[nH]c4ncccc34)CC2)cc1	-4	-6	2.0	i	-2	-2.0	4	7	-16	-1
CC(C)C[C@H](NC(=O)c1nc[nH]c1C(=O)N(C)Cc1ccccc1)C(=O)OC(C)(C)C	1	4	-0.1	i	0	0.1	7	0	5	-1
O=C(NCc1cccnc1)c1cc(Cl)ccc1[N+](=O)[O-]	-1	-5	-0.1	i	9	-0.5	-8	-17	-127	2
COc1ccc(N(C(=O)Cn2cnc3ccccc32)C(C(=O)NC2CCCCC2)c2ccccc2)cc1 (stereo not drawn)	4	-4	-1.5	i	-3	-0.2	3	-4	2	-3
O=C1CCCC2=C1C(c1cccc(Br)c1)n1nc(-c3ccco3)nc1N2 (stereo not drawn)	-1	-10	1.0	i	3	0.3	7	5	-13	4
COCCN1CCN(c2c3c(nc4cc(-c5cccc(F)c5)nn24)CCC3)CC1	-3	-1	-0.7	i	-3	1.2	0	6	2	3
COc1ccc(OCc2cc(C(=O)NC3CCc4ccccc43)no2)c(Cl)c1 (stereo not drawn)	-10	-2	0.0	i	-2	3.3	0	4	12	0
CN(C)S(=O)(=O)c1ccc(NC(=O)COc2ncnc3sccc23)cc1	3	-3	-0.6	i	3	-1.3	11	-2	-10	8
COc1ccccc1NCC(=O)n1nc(C)cc1C	0	4	0.7	i	-1	-0.6	3	2	-5	3
O=C(C[C@@H]1C[C@@H]2c3cc(NS(=O)(=O)c4ccc(F)cc4)ccc3O[C@@H]2[C@H](CO)O1)NCc1ccc(Oc2ccccc2)cc1	9	.	-0.3	i	-8	3.4	1	3	-4	-1
O=C(c1cccc(N2CCCC2=O)c1)N1CCN(c2ccc(F)cc2)CC1	4	-17	-0.5	i	0	0.0	4	-3	4	-1
CC1CC(CCC(=O)NC(=S)Nc2ccc(S(N)(=O)=O)cc2)C(=O)O1 (stereo not drawn)	-5	-3	0.2	i	2	-0.7	-6	0	-4	1
CCC(=O)N(C1=C(NC)C(=O)c2ccccc2C1=O)C(C)C	1	-10	-0.1	i	-12	1.6	1	-17	-3	1
